Screens from PubChem.
MEKK2wt PB1 HTS – raises or lowers MEK5 binding to wildtype human MEKK2 PB1 domain | Q9Y2U5 | 1.1% of 290,000 active | binding response (% of control), % at 10 µM | bead flow cytometry, Alexa488-MEK5 binding to MEKK2 WT; actives lie on both sides | AID 1531; in the data active means binding response below about 67% or above about 130%
GPR7 antag – human neuropeptides B/W receptor 1 antagonism. 1.1% of 290,000 active. GPR7-expressing cells, fluorescence antagonist assay. inhibition, % at 4.4 µM; in the data active means inhibition above about 16%, passing the limit was not always enough;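 further: cells stimulated with the agonist NPW; 0% = agonist with vehicle and 100% = vehicle without agonist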
Target sequence (P48145 whole entry, looked up): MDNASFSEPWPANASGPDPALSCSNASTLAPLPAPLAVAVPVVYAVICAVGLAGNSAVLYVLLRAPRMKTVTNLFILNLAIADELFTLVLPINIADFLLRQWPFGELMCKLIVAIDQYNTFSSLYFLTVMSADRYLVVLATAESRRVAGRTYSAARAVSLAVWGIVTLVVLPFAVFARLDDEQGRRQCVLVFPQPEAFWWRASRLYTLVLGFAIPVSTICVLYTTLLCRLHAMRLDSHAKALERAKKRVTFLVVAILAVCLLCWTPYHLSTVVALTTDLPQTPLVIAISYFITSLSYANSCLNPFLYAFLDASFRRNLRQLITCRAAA
M18AAP inhibitor – blocks P. falciparum M18 aspartyl aminopeptidase | recombinant PfM18AAP, H-Glu-NHMec fluorogenic cleavage | inhibition, % at 7.35 µM | 1.2% of 290,000 active;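 active means inhibition above the campaign mean inhibition over all tested compounds plus 3 SD, cut at about 28% in these data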;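 further: 0% = plate median of test compound wells and 100% = 2 mM ZnCl2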
MEKK3 PB1 HTS – modulators (inhibitors or enhancers) of MEK5 binding to human MEKK3 PB1 domain | 1.4% of 290,000 active | binding response (% of control), % at 10 µM | bead-based flow cytometry, Alexa488-MEK5 binding to MEKK3; actives lie on both sides; 0 = blocked by unlabeled MEK5, 100 = vehicle | AID 1529;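 active means binding response more than 3 SD above or below the average of its plate-row segment, actives on both sides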;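 further: Alexa488 bead fluorescence after subtracting the streptavidin-only scavenger bead signal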
FID counter – counter-screen for HCV NS3 helicase inhibitors: DNA intercalator displacement. inhibition, % at 7.9 µM. 0.17% of 290,000 active. DNA fluorescent intercalator displacement, fluorescence; in the data active means inhibition above about 37%;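 further: 0% = vehicle and 100% = reference compound; higher means more ethidium bromide displaced from hairpin DNA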
PHOSPHO1 inh – inhibitors of human PHOSPHO1 phosphatase | Q8TCT1 | recombinant PHOSPHO1, absorbance phosphatase assay | inhibition, % at 13.3 µM | 1.1% of 290,000 active | AID 1565; in the data active means inhibition above about 60%
Target sequence (Q8TCT1 whole entry, looked up): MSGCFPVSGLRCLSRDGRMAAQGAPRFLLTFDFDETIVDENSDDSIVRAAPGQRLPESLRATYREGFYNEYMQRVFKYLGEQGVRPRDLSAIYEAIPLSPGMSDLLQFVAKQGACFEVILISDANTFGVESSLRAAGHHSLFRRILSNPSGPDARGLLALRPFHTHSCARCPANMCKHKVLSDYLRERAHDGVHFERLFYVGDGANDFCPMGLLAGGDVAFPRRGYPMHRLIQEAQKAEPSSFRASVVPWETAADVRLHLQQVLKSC
MEKK2mut PB1 HTS – signal of MEK5 binding to mutant human MEKK2 PB1 domain; bead flow cytometry, Alexa488-MEK5 binding to MEKK2 mutant; 0.35% of 290,000 active; percent response, % at 10 µM; in the data active means percent response above about 24%, passing the limit was not always enough; further: inactives centre near 1; some results filed as inactive read as strong as hits; reference of the scale not given here
NALP1 yeast inh – inhibitors of NALP1 inflammasome in yeast; S. cerevisiae NALP1/ASC/caspase-1 growth, X-gal OD620, 72 h; inhibition, % at 10 µM; 0.61% of 280,000 active; in the data active means inhibition mostly above about 24%, no sharp cut-off; inactive means mostly below about 32%; further: some compounds called inactive have numbers as strong as hits
OXTR ag – human OXTR agonism. CHO-OTR cells, Fluo-8 calcium fluorescence; normalized: DMSO 0%, oxytocin 100%. activation, % at 3 µM. 0.32% of 320,000 active. AID 2435;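 active means activation above the mean of all tested compounds plus 3 SD, cutoff set per screening run, cut at about 20% in these data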;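 further: peak over basal fluorescence ratio from a 100 s FLIPR kinetic read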
Target sequence (P30559 whole entry, looked up): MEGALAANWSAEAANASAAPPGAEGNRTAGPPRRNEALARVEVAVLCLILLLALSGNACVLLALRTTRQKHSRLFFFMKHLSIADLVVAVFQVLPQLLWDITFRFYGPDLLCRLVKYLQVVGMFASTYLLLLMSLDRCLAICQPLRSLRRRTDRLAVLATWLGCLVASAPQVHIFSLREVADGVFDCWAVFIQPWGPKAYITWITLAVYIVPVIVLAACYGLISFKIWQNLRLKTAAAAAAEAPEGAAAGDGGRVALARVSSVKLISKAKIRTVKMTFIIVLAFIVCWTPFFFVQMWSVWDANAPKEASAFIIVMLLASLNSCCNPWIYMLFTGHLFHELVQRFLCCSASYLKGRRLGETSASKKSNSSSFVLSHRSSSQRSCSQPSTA
* marks the source's active call; other numbers are inactive results; [ ] = another dose, or the depositor's remark. Rows were taken by chance (roughly 6.2% active in at least one column).

Screening COc1ccc(CC(=O)NCCC(C)C)cc1S(=O)(=O)N1CCOCC1 returned MEKK2wt PB1 HTS 77, GPR7 antag -11, M18AAP inhibitor -5, MEKK3 PB1 HTS 86, FID counter -1, PHOSPHO1 inh 28, MEKK2mut PB1 HTS -14, NALP1 yeast inh -3 and OXTR ag -0.1.
`COc1cc2c(cc1OC)CN(C(=O)c1ccncc1)CC2` gave MEKK2wt PB1 HTS 96, GPR7 antag 21, M18AAP inhibitor -1, MEKK3 PB1 HTS 96, FID counter -7, PHOSPHO1 inh 27, MEKK2mut PB1 HTS -3, NALP1 yeast inh 13 and OXTR ag -0.3.
Screening CN(C)CCN(Cc1ccccc1)S(=O)(=O)c1csc(C(N)=O)c1 returned MEKK2wt PB1 HTS 96, GPR7 antag -9, M18AAP inhibitor -3, MEKK3 PB1 HTS 100, FID counter 17, PHOSPHO1 inh 43, MEKK2mut PB1 HTS -6, NALP1 yeast inh 18 and OXTR ag 1.4.
CC(/C=N/n1c(-c2ccco2)n[nH]c1=S)=C\c1ccccc1 was read as MEKK2wt PB1 HTS 104, GPR7 antag -9, M18AAP inhibitor 17, MEKK3 PB1 HTS 134*, FID counter -22, PHOSPHO1 inh 32, MEKK2mut PB1 HTS 0, NALP1 yeast inh 28 and OXTR ag -2.1.
Screening N=C1/C(=C\c2ccc(SCc3ccccc3)o2)C(=O)N=C2SC(CC(=O)N3CCOCC3)=NN12 returned MEKK2wt PB1 HTS 50, GPR7 antag -7, M18AAP inhibitor -3, MEKK3 PB1 HTS 48*[inhibitor], FID counter -26, PHOSPHO1 inh 30, MEKK2mut PB1 HTS -12 and OXTR ag -0.2.
For Cc1c(Cl)c([N+](=O)[O-])nn1CC(=O)N1CCN(C23CC4CC(CC(C4)C2)C3)CC1 the results were MEKK2wt PB1 HTS 96, GPR7 antag -2, M18AAP inhibitor -9, MEKK3 PB1 HTS 100, FID counter 6, PHOSPHO1 inh 36, MEKK2mut PB1 HTS -4, NALP1 yeast inh -2 and OXTR ag 0.7.
For Cc1nnc(SCc2nc(N)nc(Nc3ccccc3)n2)s1 the results were MEKK2wt PB1 HTS 101, GPR7 antag 7, M18AAP inhibitor -4, MEKK3 PB1 HTS 99, FID counter -7, PHOSPHO1 inh -117, MEKK2mut PB1 HTS 4, NALP1 yeast inh -4 and OXTR ag -0.1.
Cc1cnc(NC(=O)c2cc3c(C)nn(Cc4ccccc4Cl)c3s2)s1 was read as MEKK2wt PB1 HTS 99, GPR7 antag -6, M18AAP inhibitor -10, MEKK3 PB1 HTS 103, FID counter -3, PHOSPHO1 inh -2, MEKK2mut PB1 HTS 2, NALP1 yeast inh 14 and OXTR ag -0.6.
For N#CCSc1nn(-c2ccc(F)cc2)c(=S)s1 the results were MEKK2wt PB1 HTS 75, GPR7 antag -12, M18AAP inhibitor 0, MEKK3 PB1 HTS 66, FID counter 3, PHOSPHO1 inh 32, MEKK2mut PB1 HTS -3, NALP1 yeast inh -26 and OXTR ag -2.3.
For COc1ccc(Cn2ccnc2SCC(=O)Nc2nnc(C)s2)cc1 the results were MEKK2wt PB1 HTS 104, GPR7 antag -13, M18AAP inhibitor -2, MEKK3 PB1 HTS 102, FID counter -14, PHOSPHO1 inh 14, MEKK2mut PB1 HTS 2, NALP1 yeast inh 4 and OXTR ag 0.1.
For COc1c(F)c(F)c(C(=O)O)c(Nc2ccccc2C)c1F the results were GPR7 antag -6, M18AAP inhibitor 2, FID counter -5, PHOSPHO1 inh 15, NALP1 yeast inh 2 and OXTR ag 0.0.
`O=C(O)c1nn(-c2ccccc2)c(-c2ccccc2)c1C(=O)c1ccccc1` gave MEKK2wt PB1 HTS 102, GPR7 antag -8, M18AAP inhibitor -2, MEKK3 PB1 HTS 98, FID counter -30, PHOSPHO1 inh 11, MEKK2mut PB1 HTS -1, NALP1 yeast inh 27 and OXTR ag 0.2.
For O=S(=O)(O/N=C1\CCCc2ccccc21)c1ccc(Cl)cc1 the results were MEKK2wt PB1 HTS 111, GPR7 antag -4, M18AAP inhibitor 0, MEKK3 PB1 HTS 108, FID counter 4, PHOSPHO1 inh 12, MEKK2mut PB1 HTS 3, NALP1 yeast inh 38 and OXTR ag -0.3.
CCN(c1cccc(C)c1)S(=O)(=O)c1c(C)[nH]c(C)c1C(=O)N1CCCCC1 was read as MEKK2wt PB1 HTS 102, GPR7 antag -9, M18AAP inhibitor -9, MEKK3 PB1 HTS 98, FID counter -40, PHOSPHO1 inh -13, MEKK2mut PB1 HTS 0, NALP1 yeast inh 5 and OXTR ag 0.2.
Screening CC(C)Oc1ccc(CNCC2(O)CCOC(C)(C)C2)cc1 (stereo not given) returned MEKK2wt PB1 HTS 99, GPR7 antag -14, M18AAP inhibitor 12, MEKK3 PB1 HTS 101, FID counter 3, PHOSPHO1 inh -3, MEKK2mut PB1 HTS -3, NALP1 yeast inh 8 and OXTR ag 0.4.

6 consecutive compounds from above, for reference:
Screening COc1ccc(CC(=O)NCCC(C)C)cc1S(=O)(=O)N1CCOCC1 returned MEKK2wt PB1 HTS 77, GPR7 antag -11, M18AAP inhibitor -5, MEKK3 PB1 HTS 86, FID counter -1, PHOSPHO1 inh 28, MEKK2mut PB1 HTS -14, NALP1 yeast inh -3 and OXTR ag -0.1.
`COc1cc2c(cc1OC)CN(C(=O)c1ccncc1)CC2` gave MEKK2wt PB1 HTS 96, GPR7 antag 21, M18AAP inhibitor -1, MEKK3 PB1 HTS 96, FID counter -7, PHOSPHO1 inh 27, MEKK2mut PB1 HTS -3, NALP1 yeast inh 13 and OXTR ag -0.3.
Screening CN(C)CCN(Cc1ccccc1)S(=O)(=O)c1csc(C(N)=O)c1 returned MEKK2wt PB1 HTS 96, GPR7 antag -9, M18AAP inhibitor -3, MEKK3 PB1 HTS 100, FID counter 17, PHOSPHO1 inh 43, MEKK2mut PB1 HTS -6, NALP1 yeast inh 18 and OXTR ag 1.4.
CC(/C=N/n1c(-c2ccco2)n[nH]c1=S)=C\c1ccccc1 was read as MEKK2wt PB1 HTS 104, GPR7 antag -9, M18AAP inhibitor 17, MEKK3 PB1 HTS 134*, FID counter -22, PHOSPHO1 inh 32, MEKK2mut PB1 HTS 0, NALP1 yeast inh 28 and OXTR ag -2.1.
Screening N=C1/C(=C\c2ccc(SCc3ccccc3)o2)C(=O)N=C2SC(CC(=O)N3CCOCC3)=NN12 returned MEKK2wt PB1 HTS 50, GPR7 antag -7, M18AAP inhibitor -3, MEKK3 PB1 HTS 48*[inhibitor], FID counter -26, PHOSPHO1 inh 30, MEKK2mut PB1 HTS -12 and OXTR ag -0.2.
For Cc1c(Cl)c([N+](=O)[O-])nn1CC(=O)N1CCN(C23CC4CC(CC(C4)C2)C3)CC1 the results were MEKK2wt PB1 HTS 96, GPR7 antag -2, M18AAP inhibitor -9, MEKK3 PB1 HTS 100, FID counter 6, PHOSPHO1 inh 36, MEKK2mut PB1 HTS -4, NALP1 yeast inh -2 and OXTR ag 0.7.

(cont.)
For Cc1ccc(S(=O)(=O)N2CCCC(C(=O)NC3=NCCS3)C2)cc1 (stereo not given) the results were MEKK2wt PB1 HTS 101, GPR7 antag 8, M18AAP inhibitor -11, MEKK3 PB1 HTS 100, FID counter -2, PHOSPHO1 inh 7, MEKK2mut PB1 HTS 1, NALP1 yeast inh 25 and OXTR ag 2.1.
Screening Cc1nn(-c2ccccc2)c2[nH]c(=O)c(CNc3ccc4c(c3)OCCO4)cc12 returned MEKK2wt PB1 HTS 96, GPR7 antag -1, M18AAP inhibitor 2, MEKK3 PB1 HTS 96, FID counter 4, PHOSPHO1 inh 11, MEKK2mut PB1 HTS 0, NALP1 yeast inh 10 and OXTR ag -0.4.
Screening O=C(COc1ccc(S(=O)(=O)N2CCOCC2)cc1)NCCN1CCOCC1 returned MEKK2wt PB1 HTS 104, GPR7 antag -7, M18AAP inhibitor -7, MEKK3 PB1 HTS 104, FID counter -1, PHOSPHO1 inh 15, MEKK2mut PB1 HTS 3, NALP1 yeast inh 16 and OXTR ag -0.2.
`CSc1ccccc1NC(=O)c1cc(-c2ccc3c(c2)OCO3)on1` gave MEKK2wt PB1 HTS 98, GPR7 antag -3, M18AAP inhibitor -3, MEKK3 PB1 HTS 103, FID counter -6, PHOSPHO1 inh 14, MEKK2mut PB1 HTS -6, NALP1 yeast inh 8 and OXTR ag 0.6.
`CC(=O)OCC(=O)Nc1ccc(SC(F)F)cc1` gave MEKK2wt PB1 HTS 102, GPR7 antag -7, M18AAP inhibitor -15, MEKK3 PB1 HTS 111, FID counter -2, PHOSPHO1 inh -27, MEKK2mut PB1 HTS -3, NALP1 yeast inh 18 and OXTR ag 0.7.
Screening COc1cccc(N(CC(=O)NC2CCCCC2)C(=O)CCCC(=O)Nc2ccccn2)c1 returned MEKK2wt PB1 HTS 103, GPR7 antag 6, M18AAP inhibitor 3, MEKK3 PB1 HTS 101, FID counter -36, PHOSPHO1 inh 28, MEKK2mut PB1 HTS 4, NALP1 yeast inh 18 and OXTR ag -0.7.
`Cc1ccc(/C=N/N2CCN(Cc3cccc4ccccc34)CC2)o1` gave GPR7 antag -8, M18AAP inhibitor -18, FID counter -10, PHOSPHO1 inh 0, NALP1 yeast inh 8 and OXTR ag -2.3.
For O=C(CCNc1ccc(Cl)cc1)c1cccs1 the results were MEKK2wt PB1 HTS 112, GPR7 antag -11, M18AAP inhibitor -4, MEKK3 PB1 HTS 101, FID counter 0, PHOSPHO1 inh -21, MEKK2mut PB1 HTS 12, NALP1 yeast inh 39 and OXTR ag -1.7.
For Cc1cnc(CN(C)C(=O)c2ccc3oc(Cc4ccccc4)nc3c2)[nH]1 the results were MEKK2wt PB1 HTS 98, GPR7 antag -16, M18AAP inhibitor -11, MEKK3 PB1 HTS 97, FID counter 11, PHOSPHO1 inh 47, MEKK2mut PB1 HTS -5, NALP1 yeast inh 18 and OXTR ag 1.0.
`O=C(Nc1cccc(F)c1)c1ccc(S(=O)(=O)NCC2CCCO2)cc1` (stereo not given) gave MEKK2wt PB1 HTS 98, GPR7 antag -16, M18AAP inhibitor -8, MEKK3 PB1 HTS 98, FID counter -11, PHOSPHO1 inh -4, MEKK2mut PB1 HTS -2, NALP1 yeast inh 11 and OXTR ag 9.1.
Screening CCOC(=O)N1CCN(C(=O)CNC(=O)c2nn(-c3ccc(OC)cc3OC)c(=O)c3ccccc23)CC1 returned MEKK2wt PB1 HTS 102, GPR7 antag -4, M18AAP inhibitor -1, MEKK3 PB1 HTS 102, FID counter -38, PHOSPHO1 inh 44, MEKK2mut PB1 HTS 7, NALP1 yeast inh 2 and OXTR ag 0.1.
O=C(/C=C/c1cccc(Br)c1)NCc1ccncc1 was read as MEKK2wt PB1 HTS 108, GPR7 antag 9, M18AAP inhibitor -8, MEKK3 PB1 HTS 107, FID counter -4, PHOSPHO1 inh -5, MEKK2mut PB1 HTS 10, NALP1 yeast inh 0 and OXTR ag 0.3.

3 entries already listed, sorted by number of heavy atoms, descending.
For COc1ccc(Cn2ccnc2SCC(=O)Nc2nnc(C)s2)cc1 the results were MEKK2wt PB1 HTS 104, GPR7 antag -13, M18AAP inhibitor -2, MEKK3 PB1 HTS 102, FID counter -14, PHOSPHO1 inh 14, MEKK2mut PB1 HTS 2, NALP1 yeast inh 4 and OXTR ag 0.1.
O=C(/C=C/c1cccc(Br)c1)NCc1ccncc1 was read as MEKK2wt PB1 HTS 108, GPR7 antag 9, M18AAP inhibitor -8, MEKK3 PB1 HTS 107, FID counter -4, PHOSPHO1 inh -5, MEKK2mut PB1 HTS 10, NALP1 yeast inh 0 and OXTR ag 0.3.
`CC(=O)OCC(=O)Nc1ccc(SC(F)F)cc1` gave MEKK2wt PB1 HTS 102, GPR7 antag -7, M18AAP inhibitor -15, MEKK3 PB1 HTS 111, FID counter -2, PHOSPHO1 inh -27, MEKK2mut PB1 HTS -3, NALP1 yeast inh 18 and OXTR ag 0.7.
